IL-2 act = activates IL-2 in a cell-based reporter assay. IL-2 activation reporter assay, cell-based qHTS; stimulated with anti-CD3/CD4/CD28 beads; in transgenic mouse T cells. activation, % (series mostly up to about 46 µM). hit rate 0.065% among 360,000; in the data active means activation above about 50%; inconclusive means mostly about 30% to 49%; further: 0% is about no effect
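Readout is EGFP and DsRed signal by fluorescent plate cytometry after 18 h at 37 degrees C. Transgenic mouse T cells (750/well) received compound for 60 min before bead stimulation (anti-CD3, anti-CD4, anti-CD28); memory T cells served as non-tolerant control.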
PI5P4K alpha inh = inhibitors of human PI5P4K alpha. P48426. PI5P4Kalpha enzyme, ADP-Glo luminescence, 60 min; stronger effect = lower value. max response, %. hit rate 1.2% among 330,000. AID 652105; active means max response of -50% or lower; inconclusive means between -30% and -50%; inactive means -30% or higher; further: value at the top dose of about 77 µM; on the % scale 0 is the no-effect control and ±100 the full control effect
Target sequence (P48426 whole entry, looked up): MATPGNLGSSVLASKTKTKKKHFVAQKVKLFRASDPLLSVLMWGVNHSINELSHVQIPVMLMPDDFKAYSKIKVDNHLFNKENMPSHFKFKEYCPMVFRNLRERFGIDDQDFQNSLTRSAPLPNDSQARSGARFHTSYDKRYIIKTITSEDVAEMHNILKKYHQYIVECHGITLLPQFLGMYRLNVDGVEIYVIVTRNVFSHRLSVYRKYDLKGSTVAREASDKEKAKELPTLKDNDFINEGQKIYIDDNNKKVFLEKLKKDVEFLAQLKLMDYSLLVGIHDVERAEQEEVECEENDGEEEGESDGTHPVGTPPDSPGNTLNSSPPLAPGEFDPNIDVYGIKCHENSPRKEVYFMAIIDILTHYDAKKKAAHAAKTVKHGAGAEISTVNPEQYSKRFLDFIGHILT
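ADP-Glo luminescence end-point read after a 60 min room-temperature kinase reaction of PI5P4Kalpha plus substrate, initiated with ATP at 5 microM final. Buffer: 0.038 M HEPES pH 7.4, EGTA, 0.1% CHAPS, 5% DMSO.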
GLP1R ag = GLP-1 receptor (human) agonism; P43220; HEK293 GLP-1R CRE-luciferase, luminescence, 4-6 h; cells express a hypersensitive GLP-1R form; Potency, µM (doses to about 45.6 µM), for inactives: at the top dose activation, hits mostly activators; hit rate 0.007% among 380,000; further: potency means the concentration at half of the fitted maximal effect; % of control where 0% means no effect
EPAC1 antag = blocks human EPAC1 exchange factor. EPAC1 GEF assay, Rap1b-BODIPY-GDP exchange fluorescence. O95398. hit rate 0.14% among 360,000. Potency, µM (top dose mostly 115 µM), without a hit: top-dose activity change, negative = inhibition, usual class: inhibitors;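 further: potency means the concentration at half of the fitted maximal effect; plate controls were vehicle for no effect and positive control for full effect; nearly all actives have a fitted effect of over 50% in size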
HEK293 tox = cytotoxicity in counter-screen for GLP-1R inverse agonists; hit rate 0.13% among 410,000; AID 624418; HEK293 cAMP-luciferase reporter cells, luminescence, 24 h; Potency, µM (titrated, usually from 38.3 µM), inactives show top-dose activity change, negative = inhibition, hits mostly inhibitors;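 further: loss of luciferase light is scored as toxicity; potency means the concentration at half of the fitted maximal effect; on the % scale 0 is the no-effect control and ±100 the full control effect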
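MLSMR compounds, 24 hr on cells at 37 deg C/5% CO2; luminescence after luciferase reagent (12 min RT). Inhibition counted as the undesired cytotoxic outcome.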
PLK1 PBD inh = inhibitors of human PLK1 polo-box domain binding; Plk1 PBD binding of FITC phosphopeptide, fluorescence polarization; Potency, µM, for inactives: max response, negative = inhibition, actives largely listed as inhibitors; AID 720504; hit rate 2.8% among 360,000; P53350; further: potency means the concentration at half of the fitted maximal effect; series mostly up to about 57 µM; on the % scale 0 is the no-effect control and ±100 the full control effect; nearly all actives have a fitted effect of over 65% in size
EPAC1 agonist = activates human EPAC1 exchange factor; O95398; EPAC1 agonist qHTS, biochemical assay; response scale: 100% = response to 6.5 mM cAMP; Potency, µM (titrated, usually from 154 µM), inactives show at the top dose activation, most hits filed as activators; hit rate 0.073% among 360,000; AID 720707; further: potency means the concentration at half of the fitted maximal effect; nearly all actives have a fitted effect of over 60% in size
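Nucleotide exchange assay: 100 nM EPAC1 with 250 nM Rap1B loaded with BODIPY-GDP and 50 uM GDP, room temperature. Fluorescence (480/540 nm) read every 5 min for 30 min; signal change normalized to 6.5 mM cAMP as full agonist.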
GLP1R inv ag = inverse agonists of human GLP-1 receptor; HEK293 GLP-1R CRE-luciferase, luminescence, 24 h; GLP-1R form is constitutively active; Potency, µM (series often up to 38.3 µM), without a hit: at the highest dose activity change, negative = inhibition, actives largely listed as inhibitors; hit rate 1.6% among 410,000; further: potency means the concentration at half of the fitted maximal effect; on the % scale 0 is the no-effect control and ±100 the full control effect; nearly all actives have a fitted effect of over 55% in size
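Luminescence readout: a drop in cAMP-driven luciferase signal flags inverse agonism at a constitutively active GLP-1R stably expressed in HEK293. Compound exposure lasted 24 hr at 37 deg C, 5% CO2.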
PTHR1 agonist = PTHR1 (human) receptor agonism; hit rate 0.075% among 410,000; Potency, µM (top dose mostly 115 µM), without a hit: at the highest dose activation, most hits filed as activators; Q03431; HEK293 GP2 PTHR1 cells, GloSensor cAMP luminescence, 1 h; further: potency means the concentration at half of the fitted maximal effect; nearly all actives have a fitted effect of over 55% in size; some results filed as inactive show a strong effect at the top dose; inactives centre near -15; many of its hits are not listed in these tables
Target sequence (Q03431 whole entry, looked up): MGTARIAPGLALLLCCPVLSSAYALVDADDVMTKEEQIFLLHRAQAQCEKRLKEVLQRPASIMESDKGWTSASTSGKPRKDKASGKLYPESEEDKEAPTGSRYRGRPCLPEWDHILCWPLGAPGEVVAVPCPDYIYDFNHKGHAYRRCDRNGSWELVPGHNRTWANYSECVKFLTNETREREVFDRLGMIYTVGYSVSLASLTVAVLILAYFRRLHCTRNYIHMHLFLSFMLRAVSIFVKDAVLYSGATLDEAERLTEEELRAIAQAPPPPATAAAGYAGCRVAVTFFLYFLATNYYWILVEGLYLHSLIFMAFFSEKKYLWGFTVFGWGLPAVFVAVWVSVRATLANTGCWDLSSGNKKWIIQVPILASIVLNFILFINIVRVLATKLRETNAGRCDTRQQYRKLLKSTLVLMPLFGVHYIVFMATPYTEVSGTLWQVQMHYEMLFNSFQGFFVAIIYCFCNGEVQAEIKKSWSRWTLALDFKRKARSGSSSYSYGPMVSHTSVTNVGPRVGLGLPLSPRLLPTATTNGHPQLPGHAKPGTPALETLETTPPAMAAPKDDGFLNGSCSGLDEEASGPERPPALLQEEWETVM
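HEK-293-derived GP2 cells expressing PTHR1 and a GloSensor cAMP reporter, 3,000/well, plated overnight, given luciferin plus IBMX (each 0.5 mM as added) for 1 h at 37 °C, then compound for 1 h at 37 °C. Luminescence was read after 15 min at room temperature.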
An asterisk follows results filed as active; i = inactive; ? = inconclusive; / = not tested or not shown; [ ] = dose if it differs, or a comment. Unless noted, the call rests on the fitted dose curve; in most records, active means well fitted curve in the direction sought with a large enough effect; inconclusive means small, poorly fitted or top-dose-only effect, or another doubt; inactive means no such curve, though single readings can be large; an effect the other way counts as inactive or inconclusive.

SMILES	IL-2 act	PI5P4K alpha inh	GLP1R ag	EPAC1 antag	HEK293 tox	PLK1 PBD inh	EPAC1 agonist	GLP1R inv ag	PTHR1 agonist
CC(C)Cn1c(N)c(C(=O)COC(=O)COc2cccc(C(F)(F)F)c2)c(=O)n(C)c1=O	-1.2	6.2	2.4%	-7.0%	-4.8%	6.1%	-6.0%	9.8%	-4.5%
CCCCOC(=O)c1ccc(-c2ccc(/C=N/NC(=S)NCC)o2)cc1	5.3	/	-3.3%	-2.0%	5.1%	-0.3%	7.7%	50.6%	i
CC(=O)c1ccc(N=Nc2ccc(N(C)C)cc2)cc1	0.9	3.1	12.9%	-28.4%	-13.1%	-20.0%	-10.2%	6.9%	-57.3%[inhibitor]
COc1ccc(CNC(=O)CCC(=O)n2ncc3cc(C)ccc32)cc1	-2.7	-21.9	-6.2%	-7.4%	3.7%	-29.1%	-6.3%	2.7%	i
CC(C)C(=O)C1=Cc2cccc([N+](=O)[O-])c2OC1N1CCOCC1 (stereo not given)	0.1	-0.3	-4.4%	-11.0%	-7.3%	-8.5%	3.0%	-18.3%	-9.7%
CN(C)S(=O)(=O)c1ccc(C(=O)N2CCN(S(=O)(=O)c3cccs3)CC2)cc1	5.0	-2.4	0.0%	1.2%	7.7%	-7.7%	-9.2%	23.0%	i
CN(CC(=O)Nc1ccc(F)c(F)c1F)C(=O)C1CC(=O)N(C2CCCC2)C1 (stereo not given)	1.7	-0.8	11.1%	2.0%	-4.3%	-1.7%	-1.2%	-29.0%	i
Cc1cccc(NC(=S)NN(Cc2ccccc2)c2ccccc2)c1C	-4.3	-8.5	-1.4%	7.7%	?	-5.0%	-9.5%	?	i
Cc1cccc(NC(=O)Cn2cnc3c(oc4ccccc43)c2=O)c1C	0.9	0.9	-1.8%	5.0%	-4.4%[7.66 µM]	2.9%	10.0%	-5.4%[7.66 µM]	i
CN(C(=O)c1ccccn1)c1nnc(-c2cnccn2)s1	1.4	1.3	3.7%	-3.6%	78.3%[activator]	-2.7%	1.0%	21.5%	-1.8%[57.5 µM]
COP(=O)(OC)C(Nc1cc(Cl)cc(Cl)c1)c1cccc(O)c1 (stereo not given)	0.0	-2.7	7.3%	-13.2%	0.1%	-14.3%	-3.9%	?	i
CSc1ccc(CCNC(=O)c2cccc3c2C(=O)N(C2CCCCC2)C3)cc1	-2.4	3.6	12.2%	-4.1%	-12.4%	-0.8%	5.1%	?	i
COc1ccc(/C=N/N2CCOCC2)cc1COc1ccc(F)cc1	3.2	6.7	4.1%	-24.2%	5.7%	-2.5%	4.9%	-13.8%	6.8%
Oc1cccc(CCc2ccccn2)c1	-3.8	-0.1	3.6%	7.2%	8.1%	-9.7%	9.2%	4.3%	i
COC(=O)CCC(=O)Nc1cccc2ccccc12	1.3	5.4	-12.8%	-2.8%	-14.2%	1.0%	-6.8%	2.5%	-19.6%
C[C@@H]1CN([C@H](C)CO)C(=O)CCCn2nncc2CO[C@@H]1CN(C)C(=O)NC1CCCCC1	-1.9	-6.5	4.6%	-1.8%	1.8%	-21.6%	-19.7%	9.2%	-16.9%
O=C(N/N=C/c1ccc(N2CCOCC2)o1)c1cccc([N+](=O)[O-])c1	0.0	-2.8	-0.1%	-18.4%	9.0%	?	-2.2%	9.7%	i
COc1ccc(NC(=S)NCc2ccccc2Cl)c(OC)c1	0.0	4.2	1.0%	?	?	-5.4%	5.6%	?	-7.2%
CCn1cc(/C=N\NC(=O)c2ccc(Cl)cc2)cn1	-2.6	0.6	4.7%	-0.9%	-19.3%	-0.9%	-3.1%	-15.0%	-23.5%
COc1ccc(/C=C2\CCc3ccccc3C2=O)cc1CN1CCOCC1	-0.9	3.1	13.4%	-6.2%	5.6%	-5.3%	3.2%	?	-18.0%
O=C(c1ccco1)N1CCN(S(=O)(=O)c2ccccc2)CC1	-1.0	-4.0	-10.1%	5.9%	-3.9%	4.0%	-7.9%	4.8%	i
Fc1ccc2c(c1)C(c1cccnc1)=NNC(c1cccs1)=N2	-0.4	-1.2	-0.9%	2.1%	-18.0%	6.7%	-7.3%	-20.8%	i
O=C(NCc1ccc(F)cc1)c1cc(C2CCCCN2C(=O)c2ccccc2)on1 (stereo not given)	0.0	10.5	8.5%	10.3%	-0.4%	-3.4%	7.2%	-22.7%	-30.3%[inhibitor]
Cc1cccc(Nc2nnc(SCc3cc(=O)n4cc(C)ccc4n3)s2)c1	-2.7	-4.7	10.4%	-18.2%	-6.3%	-7.0%	-1.8%	17.6%	i
COC(=O)c1ccc(NC(=O)C(OC)c2ccccc2)cc1 (stereo not given)	0.5	2.7	6.2%	5.9%	0.6%	-10.7%	-0.7%	-0.6%	i

Taken from above:
Fc1ccc2c(c1)C(c1cccnc1)=NNC(c1cccs1)=N2 in IL-2 act shows -0.4
CC(=O)c1ccc(N=Nc2ccc(N(C)C)cc2)cc1 in PTHR1 agonist shows -57.3%[inhibitor]

(list continues)
SMILES	IL-2 act	PI5P4K alpha inh	GLP1R ag	EPAC1 antag	HEK293 tox	PLK1 PBD inh	EPAC1 agonist	GLP1R inv ag	PTHR1 agonist
CCOC(=O)C/C(C)=N/NC(=O)COc1ccccc1C	0.0	7.9	-9.7%	-7.7%	-17.3%	-2.2%	4.6%	-24.9%	i
CCOC(=O)c1c(C)[nH]c(C(=O)NNC(=O)c2ccc(Br)cc2)c1C	0.5	9.2	-4.7%	-18.4%	-3.9%	-8.0%	12.2%	7.9%	-12.3%
CC(=O)c1ccc(NC(=O)c2cc(C)nc3ccccc23)cc1	6.6	-1.6	7.0%	9.0%	-5.4%	-5.2%	-3.6%	9.1%	i
COC(=O)[C@]1(C)N[C@H](CN(C)C(=O)c2ccccc2)[C@@H]2C(=O)N(C)C(=O)[C@@H]21	0.0	0.9	-0.1%	1.7%	5.3%	-2.8%	-7.3%	8.1%	-10.5%
COc1ccc(OC)c(NC(=O)[C@H]2CC=CC[C@H]2C(=O)O)c1	1.3	/	0.6%	8.9%	10.5%	-0.9%	-0.8%	11.1%	i
CCC1COCCS(=O)(=O)N1Cc1cccc(Cl)c1 (stereo not given)	0.7	4.7	6.7%	0.4%	3.7%	-8.9%	3.3%	-15.2%	i
O=C(NCCCN1CCOCC1)c1ccc(Cl)cc1Cl	-0.3	3.1	-0.2%	3.0%	-0.8%	7.3%	-2.8%	13.2%	-47.5%[inhibitor]
COc1cc(NC(=O)N2CCc3nc(Nc4cc(Cl)cc(Cl)c4)ncc3C2)cc(OC)c1OC	0.9	2.6	-1.6%	-14.3%	?	-5.1%	8.0%	10µM*	-67.7%[inhibitor]
COC(=O)c1ccc(NC(=O)CN2CCN(CC#N)CC2)cc1	-3.2	3.0	0.3%	-19.1%	4.7%	4.2%	-5.6%	13.7%	-21.6%
CC(=O)c1cc(-c2ccccc2)n(CC(=O)NCc2cccs2)c1C	-7.3	-9.1	3.9%	1.8%	-8.2%	-11.9%	3.1%	0.0%	-2.1%
CC(C)C[C@H]1CNC(=S)N1CC1CCCN1C[C@H](CC(C)C)N1C[C@H](Cc2ccc(O)cc2)N(CC2CCCCC2)C1=S (stereo not given in full)	-0.9	-9.8	-6.0%	?	-3.4%	-5.3%	-32.2%[inhibitor]	?	-7.2%
C=CCN(c1ccc(C(=O)NCCc2ccccc2)cc1)S(C)(=O)=O	0.9	/	29.2%	1.4%	3.4%	-15.3%	3.3%	4.1%	i
O=C(Nc1ccc2nc(-c3ccc(Br)o3)[nH]c2c1)c1cccs1	1.9	-25.9	-11.0%	-11.6%	-17.3%	-12.7%	-2.3%	-4.2%	-11.3%
O=C1CCC(C(=O)OCC(=O)Nc2ccc(OC(F)F)cc2)=NN1	2.8	0.1	5.4%	3.6%	-26.9%	-4.0%	0.0%	0.9%	i
COc1cccc(OC)c1OCCCOc1cccc2cccnc12	0.6	1.3	8.5%	-1.4%	-2.2%	-17.0%	0.7%	12.5%	-11.9%
CCNC(=S)N1CCC(C(=O)c2ccc(Cl)cc2)CC1	0.3	4.2	1.9%	15.4%	-1.7%	3.3%	-8.5%	?	-10.2%
CCCC(C)c1nnc(NC(=O)CS(=O)(=O)Cc2ccccc2)s1 (stereo not given)	-1.6	-24.9	-8.4%	3.1%	21.1%	14.1µM*	-3.1%	-0.1%	i
CCCN(CC1CCCO1)C(=O)c1cc(COc2ccc(F)cc2F)on1 (stereo not given)	-3.6	6.1	-2.5%	11.2%	-1.0%	3.2%	-10.2%	?	-21.7%
O=C(COc1cccc2cccnc12)N/N=C1\SCC(=O)N1CCc1ccccc1	3.7	-3.2	9.2%	-10.9%	-0.7%	-0.6%	-7.4%	-8.9%	-9.6%
O=C(O)CCC(=O)NNC(=O)c1ccc(-c2ccccc2)cc1	0.6	6.0	1.2%	-2.2%	16.6%	2.9%	-6.3%	1.6%	?
COc1ccc(NC(=O)CN(C)CC(=O)NCC(=O)Nc2ccc(F)cc2)cc1	2.4	12.8	-0.5%	7.9%	8.8%	3.2%	-4.6%	-10.6%	i
Clc1ncc2[nH]cnc2n1	-0.7	-5.2	0.3%	-13.8%	-29.6%	-19.9%	-6.2%	-9.8%	-7.9%
CCOC(=O)c1c(NC(=O)CS(=O)(=O)c2cn(CC)c3ccccc23)sc2c1CCCC2	-2.4	-0.9	11.5%	-9.1%	-17.7%	-13.2%	9.1%	?	-27.9%
Nc1[nH]c(C(=O)c2ccccc2)c(-c2ccccc2C(F)(F)F)c1C(=O)NCc1ccc(F)cc1	0.1	-1.5	-2.1%	-10.1%	0.5%	3.0%	-2.8%	30.3%[activator]	i
COc1ccc2[nH]c(=O)c(CN(CCc3cccc(C)c3)C(C)=O)cc2c1	0.7	1.0	5.4%	0.3%	-8.5%	-6.9%	-2.1%	1.9%	-25.3%
O=C(NCCN1CCCC1)c1ccc2c(=O)n(CCc3ccccc3)c(=O)[nH]c2c1	0.4	?	-7.4%	-7.4%	-17.0%	-1.2%	-3.3%	-31.9%	i

A portion of the library. The share of hits here may be higher or lower than overall.
